LDHA inh – qHTS assay for inhibitors of human lactate dehydrogenase | L-lactate dehydrogenase A chain (Homo sapiens), P00338 | hit rate 0.15% among 480,000 | AID 1347041, 2019 | purified LDHA, NADH/diaphorase-resazurin fluorescence; stronger effect = lower value | activity change, % (values are at about 110 or 230 µM); in the data active = activity change below about -30%; inconclusive = mostly about -25% to -30%;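 note: plate controls were DMSO wells for no effect and wells without enzyme for full effect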
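Remaining NADH was detected by diaphorase (0.133 mg/mL) converting 37 µM resazurin to fluorescent resorufin, read at 0 and 20 minutes. The preceding 5-minute room-temperature reaction used 2 nM LDHA, 0.2 mM sodium pyruvate and 0.06 mM NADH at pH 7.4.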
POLB inh – qHTS Assay for Inhibitors of DNA Polymerase Beta | Pol beta primer extension/strand displacement, fluorescence kinetic | Potency, µM (top dose mostly 114 µM), for the others: at the highest dose activity change, negative = inhibition, usual class: inhibitors | hit rate 1.3% among 340,000; note: potency is the fitted concentration of half-maximal effect; % is set by controls: 0 for no effect and ±100 for the full control effect
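Human Pol beta at 10 nM; strand-displacement substrate 50 nM final. Compound exposure 15 min at room temperature before start, reaction 10 min at room temperature.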
ALOX12 inh – Primary qHTS assay for inhibitors of human arachidonate 12S-lipoxygenase (ALOX12): Round 2; Polyunsaturated fatty acid lipoxygenase ALOX12 (Homo sapiens), P18054; purified 12hLO, xylenol orange hydroperoxide absorbance; Potency, µM (series often up to 108 µM), inactives show at the top dose activity change, negative = inhibition, most hits filed as inhibitors; hit rate 1.1% among 580,000; note: potency is the fitted concentration of half-maximal effect; % is set by controls: 0 for no effect and ±100 for the full control effect
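Purified human 12hLO at 150 nM in 25 mM Hepes, 0.01% Triton X-100, pH 7.0, preincubated 15 min at room temperature with compound. Reaction started with 40 uM arachidonic acid, 30 min at room temperature. Hydroperoxide measured by Fe-xylenol orange, 573/405 nm absorbance ratio.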
APEX1 inh – qHTS Assay for Inhibitors of the Human Apurinic/apyrimidinic Endonuclease 1 (APE1). DNA repair nuclease/redox regulator APEX1 (Homo sapiens), P27695. recombinant APE1, TAMRA/BHQ-2 abasic DNA cleavage fluorescence. Potency, µM (titrated, usually from 65.8 µM), for inactives: top-dose activity change, negative = inhibition, actives largely listed as inhibitors. hit rate 0.35% among 350,000;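 note: potency is the fitted concentration of half-maximal effect; plate controls were vehicle for no effect and reference inhibitor for full effect; nearly all actives have a fitted effect of over 55% in size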
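Enzyme (0.75 nM final) and test compound are incubated 15 min at room temperature before adding 50 nM quenched THF abasic-site duplex. Cleavage dequenches TAMRA, followed at 525/598 nm over three reads one minute apart.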
Anesthetic bind – qHTS Assay for Identification of Novel General Anesthetics. Ferritin light chain (Equus caballus), P02791. apoferritin/1-aminoanthracene competitive binding, fluorescence. Potency, µM (doses to about 77.5 µM), inactives show top-dose activity change, negative = displacement, hits mostly inhibitors. hit rate 0.074% among 350,000. AID 485281, 2010; note: potency is the fitted concentration of half-maximal effect; % is set by controls: 0 for no effect and ±100 for the full control effect; nearly all actives have a fitted effect of over 20% in size
Target sequence (P02791 2-175 limits assumed): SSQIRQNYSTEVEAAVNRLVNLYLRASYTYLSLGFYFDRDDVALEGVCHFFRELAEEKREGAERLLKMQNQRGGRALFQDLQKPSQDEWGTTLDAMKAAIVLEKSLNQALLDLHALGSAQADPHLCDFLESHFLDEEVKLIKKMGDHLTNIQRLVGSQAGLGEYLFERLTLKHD
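Horse-spleen apoferritin (10 uM) was mixed with 50% saturated 1-aminoanthracene in PBS, exposed to compounds for 10 min at room temperature, and read for fluorescence (ex 380 nm, em 535 nm). Competitive displacement was fitted with a four-parameter Hill equation.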
ERG Ets-DNA blk – qHTS for Small Molecule Inhibitors of the ERG Ets/DNA interaction. Transcriptional regulator ERG (Homo sapiens), P11308. hit rate 0.028% among 370,000. AID 624246, 2012. Potency, µM (doses to about 76.9 µM), for inactives: at the top dose FP activity, negative = inhibition, hits mostly inhibitors. fluorescence polarization, His-ERG Ets domain / labelled DNA; active = well fitted inhibition curve with a large enough effect in the polarisation, with a control signal flat; inconclusive = small, poorly fitted or top-dose-only effect, or effect the other way, or a change in a side signal; inactive = no such curve, though single readings can be large or run the other way; the % refers to the polarisation;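 note: polarization taken with two DNA probes labelled with fluorescein and Texas red; potency is the fitted concentration of half-maximal effect; % of control where 0% means no effect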
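His-tagged ERG Ets domain (1 uM in the protein solution; 300mM KCl, 50mM Tris-HCl, 1mM EDTA, 1mM DTT, pH 7.5) received compound, then a probe mix of 5 nM fluorescein-DNA and 100nM Texas-615-DNA. Fluorescence polarization was read for both dyes.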
POLH inh – qHTS for Inhibitors of Polymerase Eta; recombinant Pol eta, fluorescent DNA replication assay; AID 588591, 2011; hit rate 1.2% among 390,000; DNA polymerase eta (Homo sapiens), Q9Y253; Potency, µM (series often up to 114 µM), inactives show at the top dose activity change, negative = inhibition, hits mostly inhibitors; note: potency is the fitted concentration of half-maximal effect; % is set by controls: 0 for no effect and ±100 for the full control effect
Target sequence (Q9Y253 whole entry, looked up): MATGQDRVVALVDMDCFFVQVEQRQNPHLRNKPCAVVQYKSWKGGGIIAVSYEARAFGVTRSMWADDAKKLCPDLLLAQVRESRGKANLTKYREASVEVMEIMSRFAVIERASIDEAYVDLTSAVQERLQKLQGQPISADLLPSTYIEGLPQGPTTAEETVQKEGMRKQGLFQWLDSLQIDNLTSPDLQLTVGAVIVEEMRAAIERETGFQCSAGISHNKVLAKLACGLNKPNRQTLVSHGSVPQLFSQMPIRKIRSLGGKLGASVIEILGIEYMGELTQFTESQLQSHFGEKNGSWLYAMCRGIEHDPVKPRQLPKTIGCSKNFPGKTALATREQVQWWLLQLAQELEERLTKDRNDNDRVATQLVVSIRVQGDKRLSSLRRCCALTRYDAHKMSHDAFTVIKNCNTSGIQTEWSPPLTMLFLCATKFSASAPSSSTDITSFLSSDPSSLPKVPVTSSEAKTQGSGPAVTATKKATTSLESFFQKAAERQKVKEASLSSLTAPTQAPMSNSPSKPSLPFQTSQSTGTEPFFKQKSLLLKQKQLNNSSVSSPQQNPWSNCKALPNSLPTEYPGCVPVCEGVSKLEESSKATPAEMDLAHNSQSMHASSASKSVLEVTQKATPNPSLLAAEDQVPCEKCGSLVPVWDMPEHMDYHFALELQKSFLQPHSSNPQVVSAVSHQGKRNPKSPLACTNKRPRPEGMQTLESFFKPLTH
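Pol eta at 10 nM preincubated with compounds 15 min at room temperature; reaction started with fluorescent substrate (50 nM final) and read kinetically at 0 and 10 min.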
RGS4 inhibitor – Inhibitors of Regulator of G Protein Signaling (RGS) 4: qHTS | Transcreener GDP fluorescence polarization, RGS4-accelerated GTP hydrolysis | hit rate 0.039% among 390,000 | Potency, µM (highest dose often 114 µM), without a hit: at the highest dose activity change, negative = inhibition, most hits filed as inhibitors | AID 504845, 2011; note: potency is the fitted concentration of half-maximal effect; % is set by controls: 0 for no effect and ±100 for the full control effect; nearly all actives have a fitted effect of over 75% in size; some results filed as inactive show a strong effect at the top dose
Target sequence (P49798 whole entry, looked up): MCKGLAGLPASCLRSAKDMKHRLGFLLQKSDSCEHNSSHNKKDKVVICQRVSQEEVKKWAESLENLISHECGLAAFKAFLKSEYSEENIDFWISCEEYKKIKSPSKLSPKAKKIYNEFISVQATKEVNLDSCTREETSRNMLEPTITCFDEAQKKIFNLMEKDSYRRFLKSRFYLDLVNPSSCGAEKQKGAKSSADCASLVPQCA
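MLSMR compounds (23 nl, pin-transferred) preincubated 10 min at room temperature with a 500nM (2x) first reagent, then RGS4 at 900nM (2x) plus Transcreener GDP mix added; fluorescence polarization (620/688 nm) read before and after 90 min at 30 °C.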
Pol kappa inh – qHTS for Inhibitors of Polymerase Kappa. DNA polymerase kappa (Homo sapiens), Q9UBT6. purified Pol kappa, fluorescent DNA synthesis assay, 10 min. Potency, µM (series often up to 107 µM), for the others: at the highest dose activity, negative = inhibition, actives largely listed as inhibitors. hit rate 0.53% among 400,000. AID 588579, 2011; note: potency is the fitted concentration of half-maximal effect; % is set by controls: 0 for no effect and ±100 for the full control effect
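Here, compound and 10 nM enzyme are combined for 15 min at room temperature; adding 50 nM substrate (final) starts DNA synthesis, tracked by fluorescence at 0 and 10 min against buffer-only wells.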
* hit, by the source's call; ? = inconclusive; . = no result given; & = joins results of further samples; [ ] = remark or other dose. Unless noted, calls come from the whole dose curve; as a rule, active = well fitted curve in the direction sought with a large enough effect; inconclusive = small, poorly fitted or top-dose-only effect, or another doubt; inactive = no such curve, though single readings can be large; an effect the other way counts as inactive or inconclusive. A portion of the library, so the mix of outcomes need not match the whole.

SMILES	LDHA inh	POLB inh	ALOX12 inh	APEX1 inh	Anesthetic bind	ERG Ets-DNA blk	POLH inh	RGS4 inhibitor	Pol kappa inh
Cc1nn(-c2cc(N3CCOCC3)ccc2[N+](=O)[O-])c(=O)c2ccccc12	-9&0	17%	-2%&-26%	3%	?	.	1%	-11%	0%
CC(C)NC(=O)Nc1ccc2c(c1)C(=O)N([C@H](C)CO)C[C@H](C)[C@@H](CN(C)S(=O)(=O)c1cccs1)O2	0	.	-24%	36%	.	4%	-7%	5%	-1%
CC1CCCN(C(C(=O)Nc2ccc(C(C)C)cc2)c2ccc3c(c2)OCO3)C1 (centres undefined)	-2	1%	-5%	-4%	-7%	-13%	10%	4%	-19%
CCOC(=O)c1cnn2c(C(F)(F)F)cc(-c3ccccc3)nc12	5	0%	-10%	0%	5%	.	-16%	4%	-9%
COc1ccc(-c2cc(C(F)F)nc(-n3nc(C)cc3C)n2)cc1	-2	12%	-13%	-4%	?	-9%	-9%	-35%	-5%
CCN(CC)S(=O)(=O)c1ccc(OC)c(-n2cnnn2)c1	2&-5	-3%&-3%	2%&-10%	12%	-2%&-2%	6%&2%	-8%	-11%&2%	-3%&-1%
O=C(NCc1cccc(CNC(=O)c2ccco2)c1)c1ccco1	-16	4%	-15%	6%	-10%	-4%	1%	1%	-11%
O=C(COC(=O)c1ccc(S(=O)(=O)N2CCc3ccccc3C2)cc1)NC(=O)NCc1ccco1	-6	-18%	0%	?	?	10%	5%	-7%	5%
CCCCOc1cccc(C(=O)N(Cc2ccco2)C2CCS(=O)(=O)C2)c1 (centres undefined)	-1	22%	12%	-2%	-21%	3%	-22%	4%	-2%
CN(CC1COc2ccccc2O1)C(=S)NC1CCCCC1 (centres undefined)	1	-3%	-7%	-6%	?	8%	17%	-17%[11.4 µM]	5%
C=CCNC(=S)NS(=O)(=O)c1cccs1	-6	-19%	1.1µM*	-2%	-4%	-1%	-8%	?	1%
CCCN1CCN(CCCNC(=O)c2cc3c(=O)n(C)c4ccccc4c3n2C)CC1	4	11%	24%[57.4 µM]	-2%	-15%	15%	6%	-26%	-5%
COc1ccc(-c2nnc(SCC(=O)Nc3ccc(C(C)C)cc3)nc2-c2ccc(OC)c(OC)c2)cc1OC	1	0%	-5%	.	-1%	1%	-6%	12%	-4%[60.1 µM]
CC(=O)Nc1ccc(Nc2ccc([N+](=O)[O-])cn2)cc1	-3	4%	-10%	7%	?	5%	-10%	19%	-2%
COc1cccc(-c2nc(CS(=O)(=O)CC(=O)Nc3cccc(C(C)=O)c3)c(C)o2)c1	-3&0	-16%&9%	?	32%	-14%&-16%	10%&1%	-11%&-3%	7%[11.4 µM]	-19%&-6%
CCC1(C)Cc2ccccc2-c2nc3n(c(=O)c21)CCCCC3 (centres undefined)	4	-10%	-15%	2%	0%	15%	-8%	32%	-5%
O=C(N/N=C/c1ccco1)c1cccc(N2CCCC2=O)c1	-6	?	-13%	-9%	-7%	4%	?	-15%	-7%
CCCn1c(N)c(N(CCOC)C(=O)c2ccc(-c3ccccc3)cc2)c(=O)[nH]c1=O	-5	.	-5%	-8%	.	3%	-9%	1%	-10%
Cc1noc(C)c1S(=O)(=O)N(CC(=O)NCc1ccc(F)cc1)c1ccc(C(C)C)cc1	-1	6%	11%	23%	-22%	?	-6%	2%	2%
Cc1nn(-c2ccccc2)c(C)c1N	-1	13%	-27%	-4%	-13%	-14%	-5%	12%	8%
COc1ccccc1CNC(=O)C1CCCN(S(=O)(=O)c2cnc[nH]2)C1 (centres undefined)	-10	0%	12%	10%	-1%	8%	-13%	-1%	-2%
COc1ccc(C(=O)Nc2ccc(S(=O)(=O)N3CCN(C)CC3)cc2)cc1[N+](=O)[O-]	-11	7%	-20%	9%	?	-6%	-20%	5%	-9%
CN(C)S(=O)(=O)c1cccc(NC(=O)COC(=O)CNC(=O)c2ccccc2F)c1	-6	16%	-6%	-5%	-6%	-9%	-23%	-15%	-13%
CC12CC3CC(C)(C1)CC(C(=O)NC1=NCCS1)(C3)C2	-1	2%	0%	11%	?	-3%	-13%	-21%	5%
Cc1noc(/C=C/N(C)C)c1S(=O)(=O)N(C)Cc1ccc(F)cc1	-5	4%	-3%	33%	-17%	4%	-5%	-2%	-2%

Next results.
SMILES	LDHA inh	POLB inh	ALOX12 inh	APEX1 inh	Anesthetic bind	ERG Ets-DNA blk	POLH inh	RGS4 inhibitor	Pol kappa inh
COC(=O)c1ccc(CSc2nc3c([nH]c4ccccc43)c(=O)n2-c2ccc(OC)cc2)o1	-7	6%	-20%	.	-1%	-6%	3%	25%	-7%[60.1 µM]
CC1(C)CC(NS(=O)(=O)c2ccccc2)CC(C)(C)N1	-6	6%	-3%	-2%	-4%	-11%	-13%	-27%	-5%
COC(=O)c1scc(S(C)(=O)=O)c1-n1cccc1	-2	3%	17%	-2%	3%	-1%	-10%	?	6%
CC1=CC(C)C(C(=O)O)C(C(=O)O)C1 (centres undefined)	-5	?	7%	-2%	-7%	-4%	-10%	12%	-3%
CC1=Nc2ccccc2/C1=C/c1c(N)n2c(S(=O)(=O)CC(C)C)nsc2nc1=O	?	?	-23%	-5%	-4%	2%	40µM*	10%	-31%
COc1cc(C2CC(=O)Oc3cc(C)cc(C)c32)cc(OC)c1OC (centres undefined)	-5	.	-4%	-12%&-9%	-7%[110 µM]	-6%	-7%	5%	-11%&-21%
CCOC(=O)c1c(NC(=O)CSc2nc3ccccc3[nH]2)sc2c1CC(C)(C)NC2(C)C	-3	.	-19%	-6%	.	14%	-5%	8%	-4%
CCOC(=O)C1=C(C)N2C(=C(C#N)[C@@H]1c1ccc(C(=O)OC)cc1)SC[C@@]2(O)C(C)(C)C	3	-1%	40%[activator]	-1%	-17%	7%	-15%	?	-17%
COc1cc2c(cc1OC)C(C)N(C(=O)c1nccnc1C(=O)O)CC2 (centres undefined)	1	7%	?	1%	0%	16%	-3%	12%	-6%
COC(=O)C1C2C=CC3(CN(C4CCCC4)C(=O)C13)O2 (centres undefined)	-2	23%	0%	1%	-10%	2%	9%	21%	?
Cn1c(NCc2ccc(Cl)cc2)nc2ccccc21	-2	8%	?	1%	-18%	1%	-18%	-4%	-4%
COc1ccc(/C=C/c2c([N+](=O)[O-])c(=O)n(C)c(=O)n2C)c(OC)c1OC	-7	2%	?	3%	-3%	0%	-20%	14%	-19%
CN(c1ccccc1)S(=O)(=O)c1cc(C(=O)OCC(=O)c2c(N)n(C)c(=O)n(C)c2=O)ccc1Cl	-4	.	-12%	.	.	5%[15.4 µM]	-11%	-30%	-2%
C=CCN1C(=O)N(c2ccccc2)C(=O)C1CC(=O)Nc1ccc(OC)cc1 (centres undefined)	-4	?	0%	7%	-3%	12%	10%	12%	-10%
Cn1nnnc1SCC(=O)Nc1cccc(S(=O)(=O)N2CCCC2)c1	-1	76%	-15%	-3%	-17%	-12%	-20%	-8%	-11%
Cc1ccc(C)c(CN2C(=O)CSc3ccc(C(=O)NCC(C)CN4CCC(C)CC4)cc32)c1 (centres undefined)	-2	-2%	-17%	1%	-3%	-1%	-19%	-7%	-4%
NC(N)=NS(=O)(=O)c1ccc(NC(=S)Nc2ccc(F)cc2)cc1	-1	21%	-26%	36%	-3%	11%	5%	-21%	-4%
CN(C)Cc1ccccc1Sc1ccccc1Br	-3	2%	17%	2%	-19%	3%	1%	13%	-15%
COc1cccc(CNC(=O)C2CCCN(c3cnccn3)C2)c1 (centres undefined)	2	15%	-13%	63%[activator]	23%	1%	-12%	-50%	4%
Cn1c(C(=O)NCc2ccc3c(c2)OCO3)cc2sccc21	-5	?	2%	2%	?	4%	-9%	19%	-16%
Cc1ccccc1NC(=O)CN1C(=O)S/C(=C\c2ccc(-c3cc(C(=O)O)ccc3C)o2)C1=O	3	32µM*	?	?	-9%	-4%	?	?	?
COc1cc(OC)c(NC(=O)N2CCc3c(sc4c3CCCC4)C2c2ccccc2)cc1Cl (centres undefined)	-9	15%	3%	.	0%	11%	-16%	6%	-1%[60.1 µM]
CC(C)CCN(C)C1CCN(S(=O)(=O)c2ccc(F)cc2)CC1	-2	3%	21%[57.4 µM]	-5%	4%	-16%	-4%	3%	-4%

An excerpt of these results, as a markdown table.
| canonical_smiles | LDHA inh | POLB inh | ALOX12 inh | APEX1 inh | Anesthetic bind | ERG Ets-DNA blk | POLH inh | RGS4 inhibitor | Pol kappa inh |
| --- | --- | --- | --- | --- | --- | --- | --- | --- | --- |
| Cn1c(C(=O)NCc2ccc3c(c2)OCO3)cc2sccc21 | -5 | ? | 2% | 2% | ? | 4% | -9% | 19% | -16% |
| CC(C)CCN(C)C1CCN(S(=O)(=O)c2ccc(F)cc2)CC1 | -2 | 3% | 21%[57.4 µM] | -5% | 4% | -16% | -4% | 3% | -4% |

Assay outcomes from PubChem BioAssay.
